Bioassay records deposited in PubChem BioAssay by National Center for Advancing Translational Sciences (NCATS).
GLS inhibitor: glutaminase GLS (human) inhibition | O94925 | GLS enzymatic activity, qHTS titration | Potency, µM (series often up to 45.5 µM), inactives show at the highest dose activity change, negative = inhibition, actives largely listed as inhibitors | 410,000 compounds, 0.21% hits; note: % is set by controls: 0 for no effect and ±100 for the full control effect
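Human kidney-isoform GLS in 45 mM KH2PO4 pH 8.2, 0.02% Tween-20, with compound, started with 1mM L-Glutamine (added stock). Glutamate oxidase/HRP/Amplex red coupled fluorescence read at start and after 30 min at RT.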
Tb PGK inh: T. brucei PGK inhibition; P07378; PGK/GAPDH coupled, Kinase-Glo luminescence, 60 min; Potency, µM (highest dose often 57.5 µM), for the others: top-dose activity change, negative = inhibition, hits mostly inhibitors; 380,000 compounds, 0.043% hits; AID 602233; note: % is set by controls: 0 for no effect and ±100 for the full control effect; nearly all actives have a fitted effect of over 60% in size
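Recombinant glycosomal PGK reaction used 1,3-bisphosphoglycerate generated in-well by GAPDH (100nM final) in 100mM TEA pH 7.6, 5mM MgCl2, 0.01% Tween-20. After 60 minutes at room temperature, ATP was read by Kinase-Glo Plus luminescence end-point.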
HP1b binding inh: blocks HP1-beta chromodomain binding to methylated histone tails; Potency, µM (top dose mostly 114 µM), without a hit: at the highest dose activity change, negative = inhibition, most hits filed as inhibitors; 390,000 compounds, 0.56% hits; AlphaScreen HP1-beta / biotin-H3K9me3 peptide binding; AID 540317; note: nearly all actives have a fitted effect of over 70% in size; inactives centre near 23
Target sequence (P83916 whole entry, looked up): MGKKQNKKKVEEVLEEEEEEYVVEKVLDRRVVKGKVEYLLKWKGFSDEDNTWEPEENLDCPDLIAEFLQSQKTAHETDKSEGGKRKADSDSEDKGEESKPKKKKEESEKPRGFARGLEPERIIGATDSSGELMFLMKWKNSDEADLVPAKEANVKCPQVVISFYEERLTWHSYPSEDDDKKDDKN
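HP1-beta protein (50 nM final) preincubated 30 min at room temperature with biotinylated H3(1-18)K9me3 peptide (50 nM) in PBS pH 7.4, 0.01% Tween-20, then compound added for 30 min. AlphaScreen streptavidin donor/nickel chelate acceptor beads (10 ug/mL final), 30 min dark, luminescence read.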
JMJD2A Tudor: JMJD2A Tudor domain (human) inhibition. AlphaScreen JMJD2A-Tudor / H3K4me3 peptide binding. Potency, µM (series often up to 114 µM), for the others: at the top dose activity change, negative = inhibition, most hits filed as inhibitors. 390,000 compounds, 4.4% hits; note: % is set by controls: 0 for no effect and ±100 for the full control effect; nearly all actives have a fitted effect of over 50% in size
Pin1 inhibitor: human Pin1 inhibition; Q13526; Pin1 FP peptide displacement, HiFluor488, 10 min; Potency, µM (series often up to 115 µM), for inactives: top-dose activity, negative = inhibition, hits mostly inhibitors; 390,000 compounds, 0.009% hits; AID 504891; active = well fitted inhibition curve with a large enough effect in the polarisation, with a control signal flat, not every such curve was filed as active; inconclusive = small, poorly fitted or top-dose-only effect, or effect the other way, or a change in a side signal; inactive = no such curve, though single readings can be large or run the other way; the % refers to the polarisation; note: % is set by controls: 0 for no effect and ±100 for the full control effect
Target sequence (Q13526 whole entry, looked up): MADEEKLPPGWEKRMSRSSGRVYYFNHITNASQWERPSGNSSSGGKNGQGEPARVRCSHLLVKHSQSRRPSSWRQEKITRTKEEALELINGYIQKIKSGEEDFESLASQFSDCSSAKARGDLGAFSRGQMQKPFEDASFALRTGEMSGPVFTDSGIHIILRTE
12-LOX inh: blocks human arachidonate 12S-lipoxygenase; P18054; purified 12hLO, xylenol orange hydroperoxide absorbance; Potency, µM (top dose mostly 108 µM), without a hit: at the top dose activity change, negative = inhibition, hits mostly inhibitors; 580,000 compounds, 1.1% hits; AID 1671190; note: % is set by controls: 0 for no effect and ±100 for the full control effect
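Purified human 12hLO (150 nM final) in 25 mM Hepes, 0.01% Triton X-100, pH 7.0 was preincubated 15 min at room temperature with compound. Then 40 uM arachidonic acid was added, 30 min. Hydroperoxide was read by Fe-XO absorbance ratio 573/405 nm.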
rTrxR1 inhibitor: inhibitors of rat thioredoxin reductase 1; recombinant rTrxR1, NADPH fluorescence consumption, selenite substrate; Potency, µM (top dose mostly 114 µM), for the others: top-dose activity change, negative = inhibition, most hits filed as inhibitors; 390,000 compounds, 1% hits; AID 588453; note: % is set by controls: 0 for no effect and ±100 for the full control effect; nearly all actives have a fitted effect of over 65% in size
Target sequence (O89049 whole entry, looked up): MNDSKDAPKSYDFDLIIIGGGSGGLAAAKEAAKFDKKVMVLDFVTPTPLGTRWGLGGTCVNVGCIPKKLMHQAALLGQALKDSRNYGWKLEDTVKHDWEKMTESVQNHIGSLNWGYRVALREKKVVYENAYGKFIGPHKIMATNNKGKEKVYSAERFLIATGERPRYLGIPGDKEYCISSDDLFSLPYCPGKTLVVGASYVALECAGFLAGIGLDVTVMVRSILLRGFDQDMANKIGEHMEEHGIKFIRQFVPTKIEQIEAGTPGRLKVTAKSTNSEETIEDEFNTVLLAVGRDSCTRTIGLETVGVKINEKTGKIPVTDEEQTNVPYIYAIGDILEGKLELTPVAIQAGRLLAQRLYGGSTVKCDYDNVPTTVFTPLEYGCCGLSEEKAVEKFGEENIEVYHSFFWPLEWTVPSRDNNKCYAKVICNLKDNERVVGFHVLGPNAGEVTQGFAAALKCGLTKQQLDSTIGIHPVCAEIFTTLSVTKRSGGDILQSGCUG
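Rat TrxR1 (90 nM in the dispensed reagent) was pre-reduced with 400 uM NADPH for 5 min at room temperature, then incubated with compound for 15 min. After 400 uM selenite was added, NADPH fluorescence (Ex 340/Em 450 nm) was followed for 8 min.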
ERG-DNA inh: blocks human ERG Ets domain binding to DNA; Potency, µM (titrated, usually from 76.9 µM), for the others: at the top dose FP activity, negative = inhibition, actives largely listed as inhibitors; 370,000 compounds, 0.028% hits; P11308; fluorescence polarization, His-ERG Ets domain / labelled DNA; active = well fitted inhibition curve with a large enough effect in the polarisation, with a control signal flat; inconclusive = small, poorly fitted or top-dose-only effect, or effect the other way, or a change in a side signal; inactive = no such curve, though single readings can be large or run the other way; the % refers to the polarisation;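 note: polarization taken with two DNA probes labelled with fluorescein and Texas red; % of control where 0% means no effect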
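His-tagged ERG Ets domain (1 uM in the protein solution; 300mM KCl, 50mM Tris-HCl, 1mM EDTA, 1mM DTT, pH 7.5) received compound, then a probe mix of 5 nM fluorescein-DNA and 100nM Texas-615-DNA. Fluorescence polarization was read for both dyes.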
RGS4 inhibitor: human RGS4 inhibition; P49798; Transcreener GDP fluorescence polarization, RGS4-accelerated GTP hydrolysis; Potency, µM (titrated, usually from 114 µM), without a hit: at the top dose activity change, negative = inhibition, actives largely listed as inhibitors; 390,000 compounds, 0.039% hits; note: % is set by controls: 0 for no effect and ±100 for the full control effect; nearly all actives have a fitted effect of over 75% in size; some results filed as inactive show a strong effect at the top dose
Target sequence (P49798 whole entry, looked up): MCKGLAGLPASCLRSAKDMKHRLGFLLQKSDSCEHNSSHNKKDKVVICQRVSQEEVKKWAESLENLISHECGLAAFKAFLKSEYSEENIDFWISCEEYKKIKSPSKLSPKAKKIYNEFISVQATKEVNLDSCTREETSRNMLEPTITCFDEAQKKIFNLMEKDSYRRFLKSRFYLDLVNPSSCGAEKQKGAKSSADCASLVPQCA
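MLSMR compounds (23 nl, pin-transferred) preincubated 10 min at room temperature with a 500nM (2x) first reagent, then RGS4 at 900nM (2x) plus Transcreener GDP mix added; fluorescence polarization (620/688 nm) read before and after 90 min at 30 °C.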
* hit, by the source's call; & = joins results of further samples; [ ] = remark or other dose. Unless noted, calls come from the whole dose curve; as a rule, active = well fitted curve in the direction sought with a large enough effect; inconclusive = small, poorly fitted or top-dose-only effect, or another doubt; inactive = no such curve, though single readings can be large; an effect the other way counts as inactive or inconclusive. Potency is the fitted concentration of half-maximal effect. The list is partial; count on the stated rates, not on these rows.

How did CCCCc1nc2cc(C(=O)N3CCC[C@H]3CO)ccc2o1 do in these assays?
GLS inhibitor: -1%; Tb PGK inh: 9%; HP1b binding inh: 20%[57 µM]; JMJD2A Tudor: -1%; Pin1 inhibitor: 2%; 12-LOX inh: -4%; rTrxR1 inhibitor: -10%; ERG-DNA inh: 1%; RGS4 inhibitor: -11%

Results for CC(C1CC2CCC1C2)N1CC(O)=C(c2nc3ccccc3[nH]2)C1=N (stereo not given) ?
GLS inhibitor: -14%; Tb PGK inh: -7%; HP1b binding inh: 27%; JMJD2A Tudor: -19%; Pin1 inhibitor: inconclusive; 12-LOX inh: 9%; rTrxR1 inhibitor: 10%; ERG-DNA inh: 16%; RGS4 inhibitor: -12%

Results for CC(=O)Nc1cccc2c1C(=O)N(c1ccc(C)cc1)C2=O ?
GLS inhibitor: -6%; Tb PGK inh: -8%; HP1b binding inh: 36%; JMJD2A Tudor: -21%; Pin1 inhibitor: -1%; 12-LOX inh: 0%; rTrxR1 inhibitor: -4%; ERG-DNA inh: 2%; RGS4 inhibitor: 15%

What do the screens show for `CCOc1ccc(NC(=O)c2sc(N3CCOCC3)nc2-c2ccccc2)cc1`?
GLS inhibitor: -4%; Tb PGK inh: inactive; HP1b binding inh: -8%; JMJD2A Tudor: -16%; Pin1 inhibitor: 1%; 12-LOX inh: 4%; rTrxR1 inhibitor: 13%[57.1 µM]; ERG-DNA inh: -14%; RGS4 inhibitor: -8%

How did O=C(Nc1n[nH]c(=S)s1)c1ccco1 do in these assays?
GLS inhibitor: -13%; Tb PGK inh: -3%; HP1b binding inh: inconclusive; JMJD2A Tudor: 3.5µM*; Pin1 inhibitor: -13%; 12-LOX inh: inconclusive; rTrxR1 inhibitor: inconclusive; ERG-DNA inh: -6%; RGS4 inhibitor: inconclusive

What do the screens show for `Cc1ccc(C(=O)NCc2nc3ccccc3[nH]2)o1`?
GLS inhibitor: 0%; Tb PGK inh: inactive; HP1b binding inh: 32%; JMJD2A Tudor: -17%; Pin1 inhibitor: -11%; 12-LOX inh: inactive; rTrxR1 inhibitor: 22%; ERG-DNA inh: 8%; RGS4 inhibitor: 6%

What do the screens show for `COc1ccc(CCNC(=O)CC(=O)N/N=C/c2ccc(Br)cc2)cc1OC`?
GLS inhibitor: 1%; Tb PGK inh: -1%; HP1b binding inh: 23%; JMJD2A Tudor: -9%; Pin1 inhibitor: 8%; 12-LOX inh: 9%; rTrxR1 inhibitor: 19%; ERG-DNA inh: 11%; RGS4 inhibitor: 28%

How did Cc1ccc(N(CC(C)C)S(=O)(=O)c2nnc(NC(=O)c3cccs3)s2)cc1 do in these assays?
GLS inhibitor: -5%; Tb PGK inh: -2%; HP1b binding inh: 64%[activator]; JMJD2A Tudor: 29%; Pin1 inhibitor: -2%; 12-LOX inh: -14%; rTrxR1 inhibitor: 20%; ERG-DNA inh: -1%; RGS4 inhibitor: -30%

What do the screens show for `O=C(NC(=S)N1CCCC1)c1ccc(Cl)cc1`?
GLS inhibitor: 14%; Tb PGK inh: 1%; HP1b binding inh: 34%; JMJD2A Tudor: -13%; Pin1 inhibitor: -2%; 12-LOX inh: inconclusive; rTrxR1 inhibitor: 6%; ERG-DNA inh: -3%; RGS4 inhibitor: 2%

How did CC1=CC(C)(C)Nc2ccc(OC(=O)CCN3C(=O)c4ccccc4C3=O)cc21 do in these assays?
GLS inhibitor: -3%; Tb PGK inh: -1%; HP1b binding inh: inconclusive; JMJD2A Tudor: -19%; Pin1 inhibitor: 1%; 12-LOX inh: -1%; rTrxR1 inhibitor: -13%; ERG-DNA inh: -16%; RGS4 inhibitor: -39%

What do the screens show for `COc1ccc(CCNCc2ccc(OCc3ccccc3)cc2)cc1`?
GLS inhibitor: 8%; Tb PGK inh: 5%; HP1b binding inh: 12%; JMJD2A Tudor: -6%; Pin1 inhibitor: 7%; 12-LOX inh: -26%; rTrxR1 inhibitor: 6%; ERG-DNA inh: 8%; RGS4 inhibitor: -3%

What do the screens show for `COc1cccc(NC(=O)c2sc3nc(C)c(C(=O)Nc4ccc(C)cc4C)c(-c4ccccc4Cl)c3c2N)c1`?
GLS inhibitor: -2%; Tb PGK inh: 0%; HP1b binding inh: 68%[activator]; JMJD2A Tudor: 7%; Pin1 inhibitor: 51%[activator]; 12-LOX inh: -13%; rTrxR1 inhibitor: 25%; ERG-DNA inh: 2%; RGS4 inhibitor: -6%

Next section; the last two above are carried over.
What do the screens show for `COc1ccc(CCNCc2ccc(OCc3ccccc3)cc2)cc1`?
GLS inhibitor: 8%; Tb PGK inh: 5%; HP1b binding inh: 12%; JMJD2A Tudor: -6%; Pin1 inhibitor: 7%; 12-LOX inh: -26%; rTrxR1 inhibitor: 6%; ERG-DNA inh: 8%; RGS4 inhibitor: -3%

What do the screens show for `COc1cccc(NC(=O)c2sc3nc(C)c(C(=O)Nc4ccc(C)cc4C)c(-c4ccccc4Cl)c3c2N)c1`?
GLS inhibitor: -2%; Tb PGK inh: 0%; HP1b binding inh: 68%[activator]; JMJD2A Tudor: 7%; Pin1 inhibitor: 51%[activator]; 12-LOX inh: -13%; rTrxR1 inhibitor: 25%; ERG-DNA inh: 2%; RGS4 inhibitor: -6%

How did O=C(/C=C/c1ccc([N+](=O)[O-])cc1)NCCSCc1ccco1 do in these assays?
GLS inhibitor: 9%; Tb PGK inh: 2%; HP1b binding inh: -12%; JMJD2A Tudor: -35%; Pin1 inhibitor: -15%; 12-LOX inh: -18%; rTrxR1 inhibitor: 5%; ERG-DNA inh: 1%; RGS4 inhibitor: -3%

Results for Cc1ccc(C2(C(F)(F)F)NC(=O)N3C(=C2C#N)Nc2ccccc23)cc1 (stereo not given) ?
GLS inhibitor: 2%; Tb PGK inh: -6%; HP1b binding inh: 30%; JMJD2A Tudor: -7%; Pin1 inhibitor: 20%; 12-LOX inh: -8%; rTrxR1 inhibitor: 23%; ERG-DNA inh: 2%; RGS4 inhibitor: 16%

What do the screens show for `COc1ccc(CNn2c(-c3cccs3)nc3ccccc3c2=O)cc1OC`?
GLS inhibitor: 6%; Tb PGK inh: inactive; HP1b binding inh: -7%; JMJD2A Tudor: -17%[11.4 µM]; Pin1 inhibitor: 0%; 12-LOX inh: 4%; rTrxR1 inhibitor: -2%[57.1 µM]; ERG-DNA inh: -4%; RGS4 inhibitor: inconclusive

Results for CCCNC(=O)CN1C(=O)NC(CCSC)C1=O (stereo not given) ?
GLS inhibitor: 1%; Tb PGK inh: inactive; HP1b binding inh: 32%; JMJD2A Tudor: -11%; Pin1 inhibitor: -2%; 12-LOX inh: 33%[activator]; rTrxR1 inhibitor: 18%; ERG-DNA inh: 13%; RGS4 inhibitor: 15%

What do the screens show for `Cn1c(=O)c(Nc2ccc(Cl)cc2)c2c3c(cccc31)C(=O)c1ccccc1-2`?
GLS inhibitor: -15%; Tb PGK inh: -5%; HP1b binding inh: inconclusive; JMJD2A Tudor: -28%[11.4 µM]; Pin1 inhibitor: inconclusive; 12-LOX inh: inconclusive; rTrxR1 inhibitor: 23%[57.1 µM]; ERG-DNA inh: -29%; RGS4 inhibitor: -11%

Results for CC(C)CNC(=O)CSc1ccc(S(=O)(=O)N2CCN(C)CC2)cn1 ?
GLS inhibitor: 6%; Tb PGK inh: -3%; HP1b binding inh: 39%; JMJD2A Tudor: -1%; Pin1 inhibitor: -2%; 12-LOX inh: 356%[activator]; rTrxR1 inhibitor: 1%; ERG-DNA inh: 1%; RGS4 inhibitor: 17%

How did Cc1ccc(Nc2n[nH]c(C)c2[N+](=O)[O-])cc1 do in these assays?
GLS inhibitor: 7%; Tb PGK inh: -9%; HP1b binding inh: -8%; JMJD2A Tudor: -28%; Pin1 inhibitor: 0%; 12-LOX inh: 8%; rTrxR1 inhibitor: -13%; ERG-DNA inh: -8%; RGS4 inhibitor: -3%

How did COc1cc(C(=S)N2CCOCC2)cc(OC)c1OC(=O)c1cc([N+](=O)[O-])cc([N+](=O)[O-])c1 do in these assays?
GLS inhibitor: -9%; Tb PGK inh: 4%; HP1b binding inh: inconclusive; JMJD2A Tudor: -26%; Pin1 inhibitor: -5%; 12-LOX inh: -17%; rTrxR1 inhibitor: 6%; ERG-DNA inh: -1%; RGS4 inhibitor: -32%

How did COc1ccc(NC(=O)c2oc3ccc(S(=O)(=O)N4CCOCC4)cc3c2C)c(OC)c1 do in these assays?
GLS inhibitor: -4%&-7%; Tb PGK inh: -4%&-5%; HP1b binding inh: 0%&32%; JMJD2A Tudor: -18%&-2%; Pin1 inhibitor: 1%&-1%; 12-LOX inh: 6%&-20%; rTrxR1 inhibitor: 14%; ERG-DNA inh: 2%&-2%; RGS4 inhibitor: 9%&17%

Results for CC12CC(c3ccccc3O1)N(C(=O)c1ccco1)C(=S)N2c1ccccc1 (stereo not given) ?
GLS inhibitor: 6%; Tb PGK inh: -4%; HP1b binding inh: -1%; JMJD2A Tudor: -28%; Pin1 inhibitor: 28%; 12-LOX inh: 0%; rTrxR1 inhibitor: -5%; ERG-DNA inh: 16%; RGS4 inhibitor: -10%
